# HCMV antiviral = human cytomegalovirus inhibition; HFF cells, HCMV-luciferase reporter, 72 h; active compounds read low; activity change, negative = inhibition, % at 57.5 µM; 410,000 compounds, 4.5% hits; in the data active = activity change below about -60%; inconclusive = no clear call, values can overlap the other calls; inactive = above about -39%
#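 Inhibition of viral replication was scored as loss of reporter luminescence in HFFs infected with HCMV-luciferase (MOI 1 PFU/cell) for 72 h; compounds tested at 2 doses, normalized to buffer and Salinomycin controls.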
# AmpC no deterg = blocks E. coli AmpC beta-lactamase in detergent-free assay. P00811. AmpC nitrocefin hydrolysis, absorbance 480 nm, 0.0001% Triton. Potency, µM (highest dose often 57.1 µM), for inactives: top-dose activity change, negative = inhibition, hits mostly inhibitors. 330,000 compounds, 0.52% hits. AID 485341;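 note: potency is the fitted concentration of half-maximal effect; plate controls were no compound for no effect and no enzyme for full effect; nearly all actives have a fitted effect of over 20% in size; some results filed as inactive show a strong effect at the top dose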
# Target sequence (P00811 whole entry, looked up): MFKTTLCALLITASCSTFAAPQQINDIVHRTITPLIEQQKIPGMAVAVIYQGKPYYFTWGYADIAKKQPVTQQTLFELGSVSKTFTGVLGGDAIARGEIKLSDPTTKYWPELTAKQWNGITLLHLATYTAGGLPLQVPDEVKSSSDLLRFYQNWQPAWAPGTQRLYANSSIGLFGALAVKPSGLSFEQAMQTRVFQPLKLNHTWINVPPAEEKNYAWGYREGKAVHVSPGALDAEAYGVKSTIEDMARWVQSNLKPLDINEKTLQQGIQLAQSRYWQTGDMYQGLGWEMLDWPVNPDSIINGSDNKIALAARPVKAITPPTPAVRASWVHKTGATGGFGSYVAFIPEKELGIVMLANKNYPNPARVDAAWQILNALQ
#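 AmpC (5.3 nM in the dispensed reagent) in 20 mM phosphate pH 7.0 with 0.01% (detergent screen) or 0.0001% Triton X-100 was preincubated with compounds for 15 min at room temperature. Nitrocefin was then added from an 800 uM solution, and hydrolysis was followed at 480 nm.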
# Tb PYK inh = inhibitors of Trypanosoma brucei pyruvate kinase | Q57TT1 | TbPYK enzyme, Kinase-Glo Plus ATP luminescence, 45 min | Potency, µM (highest dose often 76.8 µM), for inactives: at the highest dose activity, negative = inhibition, actives largely listed as inhibitors | 410,000 compounds, 0.12% hits; note: potency is the fitted concentration of half-maximal effect; nearly all actives have a fitted effect of over 50% in size
#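 T. brucei PYK with substrate was exposed to pin-transferred compounds across a concentration series, then started with 130 uM ADP (final). After 45 min at room temperature, Kinase-Glo Plus luminescence was read, normalized and curve-fitted.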
# LmPK inhibitor = LmPK (Leishmania mexicana) enzyme inhibition | Q27686 | Potency, µM (top dose mostly 57.5 µM), inactives show at the highest dose activity change, negative = inhibition, hits mostly inhibitors | 290,000 compounds, 0.37% hits | purified LmPK, Kinase-Glo ATP luminescence, 1 h; note: potency is the fitted concentration of half-maximal effect
# Target sequence (Q27686 whole entry, looked up): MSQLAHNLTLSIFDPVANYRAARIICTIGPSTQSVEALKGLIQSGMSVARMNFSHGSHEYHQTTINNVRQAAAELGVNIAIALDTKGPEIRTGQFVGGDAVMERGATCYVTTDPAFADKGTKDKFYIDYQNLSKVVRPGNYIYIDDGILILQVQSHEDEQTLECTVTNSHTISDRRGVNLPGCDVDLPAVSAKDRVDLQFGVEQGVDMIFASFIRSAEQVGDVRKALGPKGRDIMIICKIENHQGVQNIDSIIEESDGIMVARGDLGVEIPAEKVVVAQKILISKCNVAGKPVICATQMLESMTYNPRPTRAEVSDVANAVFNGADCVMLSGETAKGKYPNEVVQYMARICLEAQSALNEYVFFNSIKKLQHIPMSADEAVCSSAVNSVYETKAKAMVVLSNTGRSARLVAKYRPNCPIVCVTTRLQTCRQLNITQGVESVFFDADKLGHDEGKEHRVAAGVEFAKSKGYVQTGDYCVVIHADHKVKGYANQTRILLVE
#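 ATP generated from ADP (0.1 mM) and PEP (0.5 mM) by 0.1 nM LmPK over 1 h at room temperature (pH 7.2 imidazole buffer) was detected by coupled luciferase luminescence. Values were normalized to uninhibited and no-enzyme wells.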
# AMA1-RON2 inh = inhibitors of Plasmodium falciparum AMA1-RON2 interaction; AlphaScreen AMA1-biotinylated RON2 peptide binding; 360,000 compounds, 0.2% hits; Potency, µM (highest dose often 58.2 µM), without a hit: at the top dose activity change, negative = inhibition, hits mostly inhibitors;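 note: potency is the fitted concentration of half-maximal effect; 0% = vehicle wells and -100% = peptide control; nearly all actives have a fitted effect of over 45% in size; some results filed as inactive show a strong effect at the top dose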
#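 AMA1 (3D7) with his tag at 25 nM final met compounds first, then biotinylated RON2 peptide at 25 nM; detection used donor plus acceptor beads, 10 µg/mL apiece, read by AlphaScreen after 30 min at room temperature.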
# AmpC inh detg = AmpC beta-lactamase inhibition with detergent present; AmpC hydrolysis of nitrocefin, absorbance 480 nm, 0.01% Triton; Potency, µM (doses to about 114 µM), for the others: top-dose activity change, negative = inhibition, usual class: inhibitors; 370,000 compounds, 0.041% hits; AID 485294;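 note: potency is the fitted concentration of half-maximal effect; 0% = no-compound wells and -100% = no-enzyme wells; nearly all actives have a fitted effect of over 25% in size; some results filed as inactive show a strong effect at the top dose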
#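 AmpC (5.3 nM in the dispensed reagent) in 20 mM phosphate pH 7.0 with 0.01% (detergent screen) or 0.0001% Triton X-100 was preincubated with compounds for 15 min at room temperature. Nitrocefin was then added from an 800 uM solution, and hydrolysis was followed at 480 nm.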
# HCV inhibitor = blocks hepatitis C virus; 340,000 compounds, 3.4% hits; Potency, µM (doses to about 41.8 µM), for inactives: at the highest dose activity change, negative = inhibition, usual class: inhibitors; Huh7.5.1 HCVcc-Cre infection, luciferase reporter, 44 h; AID 651820; note: potency is the fitted concentration of half-maximal effect
#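 Antiviral activity was scored by luciferase reporter output from cells infected with HCVcc-Cre (~0.5 moi) in presence of compound, 44 h infection period, cells seeded 1,000/well 4 h prior.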
# * hit, by the source's call; u = inconclusive; x = not tested or not shown; & = joins results of further samples; [ ] = dose if it differs, or a comment. Unless noted, calls come from the whole dose curve; as a rule, active = well fitted curve in the direction sought with a large enough effect; inconclusive = small, poorly fitted or top-dose-only effect, or another doubt; inactive = no such curve, though single readings can be large; an effect the other way counts as inactive or inconclusive. Unless noted, % is set by controls: 0 for no effect and ±100 for the full control effect.
SMILES,HCMV antiviral,AmpC no deterg,Tb PYK inh,LmPK inhibitor,AMA1-RON2 inh,AmpC inh detg,HCV inhibitor
O=C(NNC(=O)c1cnccc1C(F)(F)F)c1ccccc1,-35,-3%,40%,5%,61%[activator],8%,27%
Cc1ccc(NC2=NCC(=O)N2CCc2ccccc2)cc1C,17,1%,-3%,4%,-2%,-11%,0%
C/C(=N\Nc1ccc(S(N)(=O)=O)cc1[N+](=O)[O-])c1ccco1,-38,-39%,0%,-5%,3%,u,-29%
CCOC(=O)c1cnn(-c2nc3c(C)cccc3s2)c1C,108,-11%,3%,3%,11%,4%,10%
CCOc1ncccc1C(=O)OCC(=O)NC(=O)NC(C)C,157,-10%,6%,-8%,-5%,u,-7%
CN1[C@@H]2CC[C@H]1CC(OC1c3ccccc3CCc3ccccc31)C2 (stereo partly drawn),-38,54%,1%,x,2%,u,1.3µM*
COCCNC(=O)c1cc2sccc2n1C,9,-3%,5%,1%,12%,3%,-8%
O=C(N/N=C/c1ccccc1)c1ccc(N2CCOCC2)c([N+](=O)[O-])c1,13,u,5%,0%,9%,-4%,20%
CC1CC(C)CN(C(=O)COC(=O)c2cccc([N+](=O)[O-])c2)C1 (stereo not drawn),-4,-1%,0%,-12%,16%,15%,12%
CN(Cc1ccc(F)cc1)C(=O)CNC(=O)c1cccs1,-15,-8%,8%,x,118%[activator],-5%,5%
COc1ccc(NC(=O)CN2CCN(c3ccccc3F)CC2)cc1,-26,35%,0%,4%,8%,-5%,6%
CCOc1ccc(N(CC)C(=O)c2noc3c2COc2ccc(C)cc2-3)cc1,-7,x,-22%,x,x,-2%,x
COc1ccc(CCNC(=O)NC(C(F)(F)F)C(F)(F)F)cc1OC,-11,1%,-11%,-6%,-2%,u,11%
CCOc1ccc(NC(=O)COC(=O)COc2cccc3c2OC(C)(C)C3)cc1,-19,20%,0%,-3%,-1%,-1%,31%[activator]
COC(=O)c1c(NC(C)=O)sc2c1CCN(Cc1ccccc1)C2,42,26%,-8%,-2%,3%,-7%,u
Cc1cccc(C(=O)NCC(c2ccco2)N(C)C)c1 (stereo not drawn),35,-29%,2%,2%,17%,-2%,12%
COc1ccccc1NC(=O)C1CCN(C(=O)c2sc3nc[nH]c(=O)c3c2C)CC1,30,x,-4%,x,x,3%,x
COc1ccc(N=C2NC(=O)/C(=C\C=C\c3ccccc3)S2)cc1,-25,-13%,3%,17%,-14%,11%,-25%
O=C(Nc1nc2c(s1)CCCCCC2)Nc1ccc(F)cc1F,-35,x,1%,x,x,0%,x
COc1ccc(S(=O)(=O)N2CCN(c3ccc4nnc(-c5ccc(F)cc5)n4n3)CC2)cc1,19,1%,2%,1%,-8%,u,-16%
CC(C)(Oc1ccc(Cl)cc1)C(=O)Nc1nc2ccc(S(C)(=O)=O)cc2s1,9,x,-6%,x,x,12%,x
O=C(Nc1ccc([N+](=O)[O-])cc1)C1C(c2ccccc2)=C1c1ccccc1,135,-16%,-1%,4%,3%,-2%,u
O=c1c([N+](=O)[O-])cc(C(F)(F)F)cn1Cc1c(Cl)cccc1Cl,2,-22%,-1%,-8%,-5%,-3%,-6%
COc1ccc(N2CCN(Cc3nc(-c4ccccc4)no3)CC2)cc1,27,-24%,-15%,2%,u,-4%,8%
CC(C)c1ccc(NC(=O)c2ccccc2NC(=O)C2CC=CCC2C(=O)O)cc1 (stereo not drawn),51,-29%,-3%,0%,-4%,-10%,0%
Cc1cc(C(=O)NP(=O)(N2CCOCC2)N2CCOCC2)c(C)n1-c1ccc(N(C)C)cc1,-26,49%,-5%,-20%,-2%,-1%,-9%
COc1ccc(S(=O)(=O)NCC2CCCO2)cc1Cl (stereo not drawn),-18,-15%,-1%,0%,-4%,u,15%
Cc1cc(C)c(OCC(=O)N(Cc2ccccc2)C2CCS(=O)(=O)C2)c(C)c1 (stereo not drawn),-1,106%[activator],-3%,1%,10%,-2%,0%
Cc1ccc(S(=O)(=O)N2C[C@H]3C(=O)C[C@@H](c4ccccc4)N(S(=O)(=O)c4ccc(C)cc4)[C@H]3C[C@H]2c2ccccc2F)cc1,-9,x,-9%,x,13%,x,x
COC(=O)c1sc(NC(=S)NC(=O)c2ccccc2Cl)nc1C,-36,-33%,-7%,-10%,42%[activator],-3%,-21%
CCOC(=S)SCc1cn2cccc(C)c2n1,5,-5%,1%,1%,0%,0%,7%
Cn1nnc(NC(=S)NC(=O)c2cccs2)n1,u,-44%,-13%,-2%,44%[activator],0%,19%
CCCc1nc2sc3ccccc3c(=O)c2c(=O)n1Cc1ccccc1,10,x,0%,x,-17%,x,6%
Cc1c(F)cccc1NS(=O)(=O)c1cccs1,-3,x,2%,x,x,2%,x
COc1ccc(CNC(=O)CN(Cc2ccccc2OC)C(=O)c2csnn2)cc1,-7,0%,-14%,2%,-6%,6%,1%
CCN(c1ccc(NC(=O)COC(=O)c2ccc(S(=O)(=O)N3CCCC3)cc2)cc1)C(C)C,21,2%,-6%,4%,-8%,2%,6%
CCN1CCN(CC(=O)c2cc(Cl)ccc2Cl)CC1,1,-28%,-4%,-3%,-1%,-4%,25%
NC(CO)c1csc(NC(=O)Nc2cccc(Cl)c2)n1 (stereo not drawn),15,x,-8%,x,58%[activator],x,x
c1ccc(-c2cnc(C3CCCCC3)o2)cc1,u,x,-1%,x,2%,x,8%
Cc1cccc(N2CCN(C(=O)c3cc4c(=O)[nH]c5ccc(C)cc5c4s3)CC2C)c1 (stereo not drawn),0,x,-11%,x,x,-3%,x
O=C(NCc1cccnc1)Nc1ccc([N+](=O)[O-])cc1,x,-13%,6%,-10%,0%,-11%,1%
O=c1[nH]c(N2CCN(c3ccccc3)CC2)nc2c1CCCC2,35,-40%,5%,4%,0%,u,6%
COc1ccc(-n2nc(C(=O)NCC(=O)N3CCCCCC3)c3ccccc3c2=O)cc1,54,23%,-1%,-1%,8%,-12%,-14%
COc1ccc(C(C)(O)c2nc(-c3ccoc3)cs2)cc1 (stereo not drawn),60,x,0%,x,14%,x,x
CN1CCN(c2nc3ccccn3c(=O)c2/C=C(\C#N)S(=O)(=O)c2ccccc2)CC1,42,33%,-4%,1%,-1%,-3%,-6%
COc1ccc(CNC(=O)c2cnn(-c3ccc(C)cc3)c2C2CCN(C(=O)OC(C)(C)C)CC2)cc1,3,x,3%,x,x,-6%,x
COc1cccc(CNC(=O)CN2C(=O)N(c3ccc(C)cc3C)S(=O)(=O)c3ccccc32)c1OC,-14,x,-7%,x,x,2%,x
C[C@@H]1CN([C@@H](C)CO)C(=O)CCCn2cc(nn2)CO[C@H]1CN(C)S(=O)(=O)c1ccc(Oc2ccccc2)nc1,-7,x,-9%,x,-2%,x,x
CN1CCN(C(=O)C2(NC(=O)Nc3cccc(F)c3)CCCCC2)CC1,45,-5%,0%,-10%,-5%,7%,0%
Cn1c(Cc2csc(N)n2)nnc1SC/C=C/c1ccccc1,-19,-23%,-7%,-1%,-5%,u,u
CC1=NNC(=O)C1CCC(=O)N/N=C/c1ccco1 (stereo not drawn),10,-14%,-4%,-7%,-8%,3%,10%
CCN(CC)S(=O)(=O)c1ccc(Nc2cc(C)nc3ncnn23)cc1,126,-6%,-3%,1%,9%,u,9%
CCOc1ccc(NS(=O)(=O)c2ccc3ncsc3c2)cc1,-11,-1%,0%,0%,3%,-5%,-5%
Nc1cccc2c3c(oc12)CCCC3,2,-13%,-5%,0%,12%,-2%,9%
CCn1c(SCC(=O)OC)nnc1-c1c[nH]c2ccccc12,0,-9%,7%,1%,-9%,7%,21%
Cc1ccccc1NC(=O)CSc1nc(-c2ccccc2)cc(=O)[nH]1,12,-11%,2%,4%,0%,u,6%
O=C(N/N=C/c1cc2cc3c(cc2nc1Cl)OCO3)c1ccncc1,18,-23%,22%,1%,3%,-1%,-29%
CCOC(=O)c1c(NC(=O)CN2CCN(C(=O)C3CCCO3)CC2)sc(C)c1C (stereo not drawn),73,74%[activator],-15%,1%,-13%,2%,x
N#Cc1ccc(CSc2nnc(NC(=O)c3ccc(=O)[nH]c3)s2)cc1,-28,-26%,0%,1%,11%,5%,u
Cc1ccc(N=C2CSC(=O)N2)cc1,-12,-32%,-10%,2%,-5%,7%,6%
# Other compounds follow.
SMILES,HCMV antiviral,AmpC no deterg,Tb PYK inh,LmPK inhibitor,AMA1-RON2 inh,AmpC inh detg,HCV inhibitor
Cc1c(C)c2cc(Cl)c(O)c(CN3CCN(C)CC3)c2oc1=O,17,-9%,3%,-2%,24%,-16%,-2%
CCN(CC)C(=O)[C@H]1C[C@H](CC(=O)NCC23CC4CC(CC(C4)C2)C3)C(=O)N2CCc3c([nH]c4ccc(Cl)cc34)[C@]12C,-35,-13%,-2%,x,-7%,x,u
O=C(Nc1ccc(F)cc1)C1CCCN(S(=O)(=O)c2cccc3cccnc23)C1 (stereo not drawn),-14,-12%,-4%,5%,3%,u,u
CCOC(=O)CSc1nc2ccc(NC(=O)COc3ccc(F)cc3)cc2s1,18,x,1%,x,x,12%,x
COc1ccc(-c2c(C)c3cc(OC(=O)N4CCOCC4)ccc3oc2=O)cc1,40,x,22%,x,x,-2%,x
Cc1ccccc1NC(=O)CCOc1ccccc1,49&-39,-20%,1%&9%,-1%,10%,-8%&12%,0%
CC(=O)N1CCN(C(=O)CCNC(=O)c2ccc(Br)cc2)CC1,8,x,5%,x,16%,x,9%
O=C(NCc1ccccc1Cl)c1csc([C@@H]2O[C@H](CO)[C@@H](O)[C@H]2O)n1,22,x,-6%,x,7%,x,x
COc1cccc(NC(=O)CN2C(=O)NC(c3ccccc3)(c3ccccc3)C2=O)c1,49,-14%,0%,7%,-2%,6%,-25%
